# Assay outcomes (PubChem BioAssay)
# KB-V1 MDR tox = KB-V1 MDR subline cytotoxicity; KB-V1 MDR cells viability, CellTiter-Glo, 72 h; Potency, µM (highest dose often 46.1 µM), for inactives: top-dose activity change, negative = cytotoxicity, hits mostly cytotoxic; 400,000 tested, 3.4% active; also: potency is read from the fitted curve at half-maximal effect; % is scaled to controls: 0 for no effect and ±100 for the full control effect; nearly all actives have a fitted effect of over 60% in size
#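 Readout: CellTiter-Glo luminescence, 10 min after addition. Cells: KB-V1 MDR subline, 72 h at 37 degrees C with compound. Analysis: corrected, normalized data fitted to concentration-effect curves.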
# KB-3-1 tox = kills parental KB-3-1 adenocarcinoma cells | 400,000 tested, 1.4% active | AID 1347075 | Potency, µM (series often up to 46.1 µM), for inactives: at the top dose activity change, negative = cytotoxic, hits mostly cytotoxic | KB-3-1 viability, CellTiter-Glo ATP luminescence, 72 h; also: potency is read from the fitted curve at half-maximal effect; % is scaled to controls: 0 for no effect and ±100 for the full control effect; nearly all actives have a fitted effect of over 60% in size
#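 Viability of parental KB-3-1 cells, measured by CellTiter-Glo luminescence, followed a 72 h incubation at 37 °C with pinned compounds in phenol-red-free DMEM containing 10% FBS.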
# HT1080NT lethal = kills 2HG-producing HT-1080-NT fibrosarcoma cells; HT-1080-NT fibrosarcoma viability, CellTiter-Glo ATP luminescence, 48 h; Potency, µM (titrated, usually from 46.1 µM), for inactives: at the highest dose activity, negative = less viability, usual class: cytotoxic; 360,000 tested, 1.6% active;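 also: NT is the 2HG producing partner of a matched IDH1 knockdown line; potency is read from the fitted curve at half-maximal effect; 0% = DMSO-treated cells and -100% = media-only wells without cells; nearly all actives have a fitted effect of over 55% in size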
#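 Viability by CellTiter-Glo luminescence after 48 h compound exposure at 37C of HT-1080-NT cells (750/well, RPMI, 5% FBS). % activity scaled between DMSO wells and medium-only wells, then curve-fitted and categorized by curve class.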
# DRD3 agonist = activates the human D3 dopamine receptor; P35462; D3R DiscoveRx beta-arrestin cells, luminescence, 90 min; max activation, %; 410,000 tested, 0.58% active; AID 652048; in the data active = max activation above about 30%; also: 0% is about no effect; mostly tested at two doses, the higher about 12 µM
# Target sequence (P35462 whole entry, looked up): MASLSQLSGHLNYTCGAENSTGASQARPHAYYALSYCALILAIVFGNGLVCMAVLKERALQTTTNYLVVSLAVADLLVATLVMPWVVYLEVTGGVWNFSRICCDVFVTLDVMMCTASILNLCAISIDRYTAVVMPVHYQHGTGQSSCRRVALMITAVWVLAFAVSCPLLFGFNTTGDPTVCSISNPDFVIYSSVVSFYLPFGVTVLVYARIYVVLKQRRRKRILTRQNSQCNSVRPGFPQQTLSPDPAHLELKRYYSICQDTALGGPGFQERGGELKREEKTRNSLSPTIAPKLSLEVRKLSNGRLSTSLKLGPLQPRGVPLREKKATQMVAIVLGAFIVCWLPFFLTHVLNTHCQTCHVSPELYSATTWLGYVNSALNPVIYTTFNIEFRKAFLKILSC
#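 Cells at 1500/well, incubated overnight, then treated with pinned compounds (dopamine as control) for 90 min at 37 degrees C. DiscoveRx reagent added for 30 - 60 minutes at room temperature; luminescence read.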
# MCF10A rereplic = inducers of DNA re-replication in MCF 10A breast cells | MCF 10A DNA re-replication, Hoechst nuclear intensity, 48 h | Potency, µM (highest dose often 46.1 µM), for the others: at the highest dose activity, positive = re-replication, most hits filed as activators | 350,000 tested, 2.9% active | AID 624296; also: potency is read from the fitted curve at half-maximal effect; % of control where 0% means no effect; nearly all actives have a fitted effect of over 50% in size
# GLP1R cytotox = cytotoxicity in counter-screen for GLP-1R inverse agonists; 410,000 tested, 0.13% active; HEK293 cAMP-luciferase reporter cells, luminescence, 24 h; Potency, µM (highest dose often 38.3 µM), without a hit: at the top dose activity change, negative = inhibition, hits mostly inhibitors;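 also: loss of luciferase light is scored as toxicity; potency is read from the fitted curve at half-maximal effect; % is scaled to controls: 0 for no effect and ±100 for the full control effect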
#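 MLSMR compounds, 24 hr on cells at 37 deg C/5% CO2; luminescence after luciferase reagent (12 min RT). Inhibition counted as the undesired cytotoxic outcome.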
# HT1080 IDH1KD tx = toxicity to HT-1080 IDH1 knockdown cells (counter line) | HT-1080 IDH1 knockdown viability, ATP luminescence, 48 h | Potency, µM (highest dose often 46.1 µM), inactives show top-dose activity, negative = toxicity, usual class: cytotoxic | 360,000 tested, 2% active | AID 686971;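 also: potency is read from the fitted curve at half-maximal effect; 0% = DMSO wells and -100% = cell-free medium wells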
#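 Knockdown cells (IDH1KD HT-1080) received compounds 2 h after plating at 750 cells/well and were kept 48 h at 37 °C in 5% FBS RPMI. A CellTiter-Glo luminescence read gave % activity for curve fitting.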
# SW480 rereplic = DNA re-replication induction in SW480 cells | Potency, µM (doses to about 46.1 µM), for the others: top-dose re-replication activation, actives largely listed as activators | SW480 DNA re-replication, Hoechst DNA content imaging, 48 h | 340,000 tested, 1.8% active | AID 624297; also: potency is read from the fitted curve at half-maximal effect; % of control where 0% means no effect; nearly all actives have a fitted effect of over 55% in size
#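 Treated cells incubate 48 hr (37 C, 5% CO2), are stained 40 min with Hoechst, and nuclear fluorescence is enumerated; a rise in nuclei with high DNA signal marks re-replication.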
# IL1B secr inh = inhibitors of inflammasome signaling (IL-1 beta secretion). THP-1 LPS/ATP IL-1B secretion, AlphaLISA, 16 h; stronger effect = lower value. activity change, % at 57.5 µM. 360,000 tested, 4.7% active; in the data active = activity change below about -50%; inconclusive = mostly about -30% to -49%; also: % is scaled to controls: 0 for no effect and ±100 for the full control effect
#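 Secreted IL-1B measured by AlphaLISA bead assay after 16 h compound exposure of THP-1 cells; compounds (final up to 57.5 uM) added 1 h before LPS (250 ng/mL) and ATP (1.25 mM) stimulation; lower signal means less secretion.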
# * hit, by the source's call; u = inconclusive; x = no result given; & = joins results of further samples; [ ] = another dose, or the depositor's remark. Unless noted, calls follow the shape of the dose curve; as a rule, active = well fitted curve in the direction sought with a large enough effect; inconclusive = small, poorly fitted or top-dose-only effect, or another doubt; inactive = no such curve, though single readings can be large; an effect the other way counts as inactive or inconclusive.
# Start of the data: the first three entries as a preview:
SMILES,KB-V1 MDR tox,KB-3-1 tox,HT1080NT lethal,DRD3 agonist,MCF10A rereplic,GLP1R cytotox,HT1080 IDH1KD tx,SW480 rereplic,IL1B secr inh
CCCc1cc(C(=O)OC)c(NC(=O)c2cc(C)on2)s1,10%,23%,7%,3,25%,5%,11%,-7%,-15
Cc1noc(C)c1CN1C(=O)c2ccccc2C1=O,u,30%,9%,10,9%,-12%,2%,21%,-1
COc1ccc(C)cc1NC(=O)CSc1nnc(-c2ccc(OC)c(OC)c2)n1N,4%,9%,-1%,0,-180%[0.0737 µM],8%,-1%,2%,2

# All compounds of this part, from the start:
SMILES,KB-V1 MDR tox,KB-3-1 tox,HT1080NT lethal,DRD3 agonist,MCF10A rereplic,GLP1R cytotox,HT1080 IDH1KD tx,SW480 rereplic,IL1B secr inh
CCCc1cc(C(=O)OC)c(NC(=O)c2cc(C)on2)s1,10%,23%,7%,3,25%,5%,11%,-7%,-15
Cc1noc(C)c1CN1C(=O)c2ccccc2C1=O,u,30%,9%,10,9%,-12%,2%,21%,-1
COc1ccc(C)cc1NC(=O)CSc1nnc(-c2ccc(OC)c(OC)c2)n1N,4%,9%,-1%,0,-180%[0.0737 µM],8%,-1%,2%,2
CN(c1ccccc1)S(=O)(=O)c1cccc(C(=O)OCC(=O)Nc2ccc(C(N)=O)cc2)c1,-3%,6%,6%,-12,1%,-7%,2%,-5%,17
O=C(NCc1ccc(F)cc1)c1ccc(Br)o1,-15%,13%,0%,1,-42%[inhibitor],3%,5%,-52%[inhibitor],-22
CCOC(=O)c1cnc2c(c(C)nn2C)c1Oc1ccccc1F,0%,-5%,-5%,-13,-2%,6%,-3%,-14%,32
Cc1nn(C)c(Oc2ccc(Cl)cc2)c1C(=O)O,1%,1%,8%,2,4%,17%,4%,-5%,1
CCOC(=O)Cc1csc(SCC(=O)N2CCN(c3ccc(OC)cc3)CC2)n1,21µM*,2%,-5%,20,5%,1%,8%,-4%,30
C/C=C/COC(=O)c1[nH]c2c(c1C)C(=O)CC(c1ccco1)C2 (stereo not drawn),-5%,-16%,1µM*,-7,u,-35%,0.65µM*,u,65
CC(C)(C)C(=O)NC(=S)Nc1ccccc1C(N)=O,-2%,1%,0%,-2,0%,-8%,2%,-7%,14
CCN(C(=O)CCCC(=O)N(CC)c1ccccc1)c1ccccc1,2%,5%,17%,-2,u,-3%,12%,-191%[inhibitor],2
O=C(NCc1ccco1)C1CCCN(S(=O)(=O)c2ccc(Cl)cc2)C1 (stereo not drawn),0%,11%,4%,1,5%,4%,4%,0%,16
O=C(Nc1cccc(F)c1)c1ccc(-c2ccccc2)s1,-3%,0%,x,-7,x,-18%,x,x,x
COc1cc(OC)c(NC(=O)CN2C(=O)CCn3nc(-c4cccn4C)cc32)cc1Cl,-6%,1%,x,9,x,4%,x,x,x
Cc1ccc(CNC(=O)c2c3c(nc4ccccc24)C(=O)N(C2CCCCC2)C3)cc1,0%,-1%,x,10,x,-5%,x,x,x
CC(=O)NC1C(=O)N(CCN2CCOCC2)c2ccc(Cl)cc21 (stereo not drawn),-14%,-2%,-3%,-10,13%,2%,20%,-1%,-15
CCC(=Nc1ccccc1OC)C1=C(O)CC(c2ccccc2)CC1=O (stereo not drawn),-10%,u,16%,3,10%,-3%,14%,-5%,8
Cc1ccc(OCCCN2CCOCC2)c([N+](=O)[O-])c1,-5%,0%,10%,-10,8%,5%,-2%,-1%,6
Cc1cccc(OCC(=O)NCc2ccc(F)cc2)c1,3%,-1%,-3%,12,21%,-1%,3%,u,-1
O=C(C(=O)N1CCCc2ccccc21)c1c[nH]c2ccccc12,-6%,12%,13%,3,-4%,-30%,-6%,0%,7
OC(c1ccccc1)(c1nc(-c2ccc3c(c2)OCO3)cs1)C(F)(F)F (stereo not drawn),3%,0%,u,-1,x,-10%,u,x,-5
O=C(Nc1nc(-c2ccccc2)cs1)c1ccc(N2CCOCC2)c([N+](=O)[O-])c1,1.8µM*,u,u,0,u,9%[1.53 µM],u,3%,u
O=C(c1cccc(S(=O)(=O)N2CCc3ccccc32)c1)N1CCN(c2ccccc2)CC1,u,u,13µM*,-11,u,1%,u,-58%[inhibitor],u
Cc1cccc(OCCCSc2nc3ccccc3[nH]2)c1,-16%,-1%,-4%,1,27%,-29%,-19%,3%,-14
CCOc1ccc(NC(=O)C2CC(=O)NC(=Nc3ccc(Cl)c(Cl)c3)S2)cc1 (stereo not drawn),14%,6%,x,-9,x,1%,x,x,x

# One compound at a time (already shown). Values in the order: KB-V1 MDR tox	KB-3-1 tox	HT1080NT lethal	DRD3 agonist	MCF10A rereplic	GLP1R cytotox	HT1080 IDH1KD tx	SW480 rereplic	IL1B secr inh
# OC(c1ccccc1)(c1nc(-c2ccc3c(c2)OCO3)cs1)C(F)(F)F (stereo not drawn) as listed: 3%	0%	u	-1	x	-10%	u	x	-5
# Cc1ccc(OCCCN2CCOCC2)c([N+](=O)[O-])c1 as listed: -5%	0%	10%	-10	8%	5%	-2%	-1%	6
# Cc1ccc(CNC(=O)c2c3c(nc4ccccc24)C(=O)N(C2CCCCC2)C3)cc1 as listed: 0%	-1%	x	10	x	-5%	x	x	x
# CCOC(=O)c1cnc2c(c(C)nn2C)c1Oc1ccccc1F as listed: 0%	-5%	-5%	-13	-2%	6%	-3%	-14%	32

# Some values from above:
# Value for CCC(=Nc1ccccc1OC)C1=C(O)CC(c2ccccc2)CC1=O (stereo not drawn) in DRD3 agonist: 3
# Value for COc1ccc(C)cc1NC(=O)CSc1nnc(-c2ccc(OC)c(OC)c2)n1N in KB-V1 MDR tox: 4%
# Value for O=C(C(=O)N1CCCc2ccccc21)c1c[nH]c2ccccc12 in HT1080 IDH1KD tx: -6%
# Value for OC(c1ccccc1)(c1nc(-c2ccc3c(c2)OCO3)cs1)C(F)(F)F (stereo not drawn) in KB-3-1 tox: 0%

# More records follow.
SMILES,KB-V1 MDR tox,KB-3-1 tox,HT1080NT lethal,DRD3 agonist,MCF10A rereplic,GLP1R cytotox,HT1080 IDH1KD tx,SW480 rereplic,IL1B secr inh
O=C(NCCCN1CCOCC1)c1ccc2c(c1)N(Cc1cccc(Cl)c1)C(=O)c1ccccc1S2=O (stereo not drawn),22%,17%,-30%,-2,u,-9%,-16%,4%,0
Cc1cc(Cl)nc(-c2ccccc2O)n1,-18%,-8%,-2%,-2,u,u,-4%,-12%,u
Cc1cccc(Nc2nc(NCCCN3CCOCC3)nc(N)c2[N+](=O)[O-])c1,-19%,20%,-8%,-19,u,-4%[1.53 µM],-2%,u,-80*
COc1cccc(OC)c1C(=O)Nn1c(-c2cccc(C)c2)nc2ccccc2c1=O,5%,-6%,-25%,3,19%,-3%[7.66 µM],1%,26%,13
Cc1ccc(C)c(C(=O)COC(=O)CCCC(=O)Nc2cc(C(F)(F)F)ccc2Cl)c1,2%&3%,1%&-4%,12%,4&2,0%,9%&-13%,8%,-2%,-4
Cc1ccc(C2OC34CCCCCC3C(C#N)(C(=N)O4)C2(C#N)C#N)cc1 (stereo not drawn),-1%,-9%,-7%,-24,-16%,94%[activator],-1%,0%,20
COc1ccc(-c2nnc(SC(C)C(=O)Nc3nccs3)n2-c2ccccc2)cc1OC (stereo not drawn),15µM*,2%,4%,2,-1%,-8%,0%,-4%,-7
COc1ccc(C(=O)CSc2nnc(CNC(=O)c3ccccc3F)n2C)cc1OC,-11%,21%,-1%,1,-13%,3%,12%,-14%,8
CC(=O)c1ccc(OCC(=O)NCCC2=CCCCC2)cc1,3%,10%,7%,5,4%,-1%,0%,27%,-9
CCC(=O)N1CCCC1(C)C(=O)NCc1ccc(SC)cc1 (stereo not drawn),-6%,0%,-3%,-5,x,2%,2%,x,-18
CCOC(=O)C1CCCN(C(=O)CC(C)c2ccccc2)C1 (stereo not drawn),u,-1%,2%,2,2%,-29%,21%,0%,6
COc1cccc(-n2c(=O)c3ccccc3n(CC(=O)NCC3CCCO3)c2=O)c1 (stereo not drawn),0%,1%,10%,13,1%,-23%,5%,-2%,7
CCOc1ccc(CCNC(=O)c2c(C)nn(-c3ccccc3)c2Cl)cc1OCC,u,2%,-7%,-4,0%,4%,-7%,-1%,26
CC(=O)c1ccc(OCC(O)CN2CCCC(C)C2)cc1 (stereo not drawn),-6%,-2%,13%,-10,-9%,2%,4%,-12%,2
Cc1noc(NS(=O)(=O)c2ccc(NC(=O)COc3ccccc3)cc2)c1C,-9%,-11%,-2%,-14,3%,-5%,-2%,-2%,4
CCOc1ccc(-c2nc(SCC(=O)Nc3ccc4c(c3)OCO4)c(-c3ccc(F)cc3)[nH]2)cc1,7%,3%,x,0,x,-4%,x,x,x
COc1ccc2[nH]c(=O)c(-c3noc(-c4ccc(F)cc4)n3)cc2c1,-2%,7%,-1%,1,1%,38%[activator],-1%,-18%,21
CCOC(=O)c1c(C)oc2nc(C)nc(N3CCN(c4ccc(OC)cc4)CC3)c12,u,u,x,12,x,4%,x,x,x
CCOC(=O)C(NC(C)=O)C(=O)Nc1c(C)cccc1C (stereo not drawn),0%,-16%,-1%,1,1%,-10%,8%,-16%,2
CCOC(=O)c1c(NC(=O)CSc2nc3ccc(C)cc3[nH]2)sc2c1CC(C)(C)NC2(C)C,-15%,u,-1%,-9,u,u,-13%,u,-85*
O=C(O)c1cc(-c2ccc(C(F)(F)F)cc2)nc2n[nH]c(-c3ccccc3)c12,17%,0%,x,6,x,-7%,x,x,x
CCOC(=O)C1=C(O)c2ccccc2C(=O)/C1=C\c1ccc(CC)cc1,u,12µM*,11µM*,-39,8.2µM*,u,8.9µM*,6.5µM*,u
O=C(NNC(=S)NC1CCCCC1)c1ccccc1O,-2%,u,u,15,22%,-15%,u,u,u
CCCc1c(-c2cccc(F)c2)ncn1CCc1ccccc1OC,18µM*,u,u,0,x,-4%,u,x,-78*
O=C(c1c(F)cccc1F)N1CCN(c2cccc(C(F)(F)F)c2)CC1,-18%,-3%,10%,4,18%,-3%,1%,0%,-29
